Source: PubChem
V1R ag counter – counter-screen for oxytocin receptor agonists: human V1a receptor agonists | CHO-V1R cells, Fluo-8 calcium fluorescence, agonist mode; 0% DMSO, 100% 3 nM vasopressin | activation, % at 3 µM | AID 2797 | P37288 | 320,000 compounds, 0.25% hits;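 active = activation above the mean activation of all tested compounds plus 3 SD, per screening run, cut at about 20% in these data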;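 also: signal is peak over basal fluorescence ratio across a 100 second FLIPR read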
OXTR potentiate – potentiators of human oxytocin receptor; CHO-OTR cells, Fluo-8 calcium fluorescence, potentiator mode; 0% = oxytocin EC15, 100% = EC100; activation, % at 3 µM; 320,000 compounds, 0.061% hits;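 active = activation above that plate's cutoff, the mean activation of tested compounds plus 3 SD, cut at about 6.6% in these data, passing the limit was not always enough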;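 also: 100% uses oxytocin at 75 nM as the full agonist control; some results filed as inactive read as strong as hits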
Target sequence (P30559 whole entry, looked up): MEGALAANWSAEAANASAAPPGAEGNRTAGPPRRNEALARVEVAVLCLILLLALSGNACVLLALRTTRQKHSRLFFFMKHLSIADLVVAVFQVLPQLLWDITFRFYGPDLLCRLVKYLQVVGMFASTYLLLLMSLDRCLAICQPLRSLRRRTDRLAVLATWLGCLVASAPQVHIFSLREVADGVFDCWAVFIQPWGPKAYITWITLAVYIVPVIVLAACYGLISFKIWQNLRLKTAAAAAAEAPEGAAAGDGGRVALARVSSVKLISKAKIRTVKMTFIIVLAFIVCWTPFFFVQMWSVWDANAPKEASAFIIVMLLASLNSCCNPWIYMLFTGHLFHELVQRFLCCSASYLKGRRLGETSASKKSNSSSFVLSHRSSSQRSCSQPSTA
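System: human OTR in CHO cells / Also added: sub-maximal oxytocin, roughly EC15 / Control set: EC15 oxytocin low, 75 nM oxytocin high / Schedule: 6 min compound pre-incubation at room temperature, 100 s kinetic read / Compound: single-point 3.0 µM / Replication: singlicate / Technique: Fluo-8 calcium dye fluorescence / Read-out basis: % activation of max/min ratio relative to oxytocin controls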
TAAR1 ag – agonists of human TAAR1. activation, % at 3 µM. 360,000 compounds, 0.99% hits. AID 624467. Q96RJ0. CHO RD-HGA16 TAAR1, Fluo-8 calcium fluorescence; vehicle wells 0%, saturating PEA agonist 100%;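 active = activation above the mean activation of all test compounds in the run plus 3 SD, cut at about 38% in these data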
Target sequence (Q96RJ0 whole entry, looked up): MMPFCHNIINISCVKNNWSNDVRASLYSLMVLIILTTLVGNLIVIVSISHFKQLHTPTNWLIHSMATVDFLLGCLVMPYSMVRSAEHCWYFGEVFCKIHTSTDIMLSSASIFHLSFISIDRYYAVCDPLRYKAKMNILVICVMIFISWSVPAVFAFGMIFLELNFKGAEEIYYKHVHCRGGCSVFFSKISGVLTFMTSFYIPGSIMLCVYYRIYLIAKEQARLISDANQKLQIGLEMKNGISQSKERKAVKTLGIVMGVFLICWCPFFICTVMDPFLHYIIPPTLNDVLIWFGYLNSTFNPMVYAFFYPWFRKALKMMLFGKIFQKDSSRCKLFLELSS
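Test system: RD-HGA16 (CHO) cells co-expressing Gα16 and hTAAR1 | Doses: Single dose, 3 µM | Schedule: 17-24 h seeding, 75 min 37 °C dye, 30 min RT | Evaluation: % activation from peak over basal fluorescence ratio, DMSO-to-PEA scaled | Technique: Kinetic Fluo-8 calcium fluorescence | Benchmarks: Low control DMSO, high control PEA (EC100)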
TAAR1 antag – antagonists of human TAAR1 | Q96RJ0 | CHO RD-HGA16 TAAR1, Fluo-8 calcium fluorescence, antagonist | inhibition, % at 3 µM | 360,000 compounds, 1.5% hits | AID 624466;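 active = inhibition above a per-plate cutoff, the mean inhibition of test compounds on that plate plus 3 SD, cut at about 49% in these data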;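 also: 0% = DMSO plus EC80 beta-PEA response and 100% = DMSO alone without agonist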
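Material: CHO RD-HGA16 cells bearing hTAAR1; compound dosing: one-point dosing, 3 µM nominal final; schedule: dye loading 75 min at 37 °C, then 30 min room temperature; measured by: calcium fluorescence with Fluo-8; control set: vehicle and agonist controls; replication: n of 1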
CHRM1 agonist – human M1 muscarinic receptor agonism. P11229. CHO-K1 hM1, Fluo-8 calcium fluorescence, agonist mode; 0% DMSO, 100% acetylcholine EC100. activation, % at 3 µM. 360,000 compounds, 0.33% hits. AID 588814;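 active = activation above the run's mean compound activation plus 3 SD, cut at about 16% in these data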;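 also: peak over basal fluorescence ratio within a 140 s kinetic read after compound addition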
CHO parental Ca – signal in parental CHO cells, OX1R antagonist counter-screen; AID 463079; 330,000 compounds, 0.63% hits; inhibition, % at 5.6 µM; parental CHO-K1, ATP-induced calcium, Fluo-8 fluorescence;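 active = inhibition above that plate's mean sample inhibition plus 3 SD, cut at about 26% in these data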;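 also: 0% = ATP-challenged DMSO wells and 100% = DMSO wells without ATP; some compounds past the cut are filed as inactive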
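Test system: untransfected parental CHO cell line; also added: ATP stimulus; dosing: 5.6 µM, single dose; signal: calcium-sensitive Fluo-8 fluorescence; measure: percent inhibition of ATP-evoked calcium rise, normalized to controls; benchmarks: low control ATP plus DMSO, high control DMSO only; replication: one well per compound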
CHRM1 antagonist – antagonists of human M1 muscarinic receptor; P11229; CHO-K1 hM1, Fluo-8 calcium fluorescence, ACh EC80 antagonist; inhibition, % at 3 µM; 360,000 compounds, 1.3% hits; AID 588852;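 active = percent inhibition above its own plate's cutoff, namely the mean of that plate's compound wells plus 3 SD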;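 also: peak over basal fluorescence ratio during 140 s after agonist addition; 0% = ACh EC80 plus DMSO and 100% = DMSO alone without agonist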
OXTR agonist – human OXTR agonism; P30559; CHO-OTR cells, Fluo-8 calcium fluorescence; normalized: DMSO 0%, oxytocin 100%; activation, % at 3 µM; 320,000 compounds, 0.32% hits; AID 2435;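 active = activation above the mean of all tested compounds plus 3 SD, cutoff set per screening run, cut at about 20% in these data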;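 also: peak over basal fluorescence ratio from a 100 s FLIPR kinetic read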
CHRM1 PAM – positive allosteric modulators of human M1 muscarinic receptor; CHO-K1 hM1, Fluo-8 calcium fluorescence, ACh EC20; 0% = ACh EC20, 100% = maximal ACh; P11229; activation, % at 3 µM; 360,000 compounds, 0.088% hits; in the data active = activation above about 19%, passing the limit was not always enough
The depositor's hits bear a star; nt = not tested or not shown.

SMILES	V1R ag counter	OXTR potentiate	TAAR1 ag	TAAR1 antag	CHRM1 agonist	CHO parental Ca	CHRM1 antagonist	OXTR agonist	CHRM1 PAM
CC1(C)Cc2c(sc(NC(=O)C3CC(Cl)=CCC3C(=O)O)c2C#N)CO1 (stereo not drawn)	1.6	1.1	3.1	6.6	-6.4	-7.5	0.9	-0.1	-6.5
CC1CN(C(=O)Cc2ccc(-c3ccccc3)cc2)CC(C)O1 (stereo not drawn)	1.3	-4.1	10.7	-2.4	3.1	-5.9	-4.0	1.3	0.5
CCn1nc(C(C)C(=O)O)c2ccccc2c1=O (stereo not drawn)	-0.7	-9.0	-0.1	8.6	-1.2	-0.1	-0.5	-0.1	2.8
CN(C)CCNC(=O)c1cccc(-c2cnc3c(NC=O)cc(-c4ccc(C(=O)N5CCOCC5)cc4)cn23)c1	nt	nt	0.4	7.3	-8.6	nt	-10.7	nt	3.4
O=C(COc1ccc(-c2nnco2)cc1)NCc1ccccc1Cl	-0.1	-1.2	0.1	13.0	-6.8	-4.1	13.5	1.3	-6.6
COc1ccc(NC(=S)Nc2ccc3cn[nH]c3c2)cc1	0.4	-2.5	20.6	-5.7	-3.2	-11.0	-20.9	0.8	14.1
COc1ccc(NC(=S)N(CCN2CCOCC2)Cc2ccccc2F)cc1	0.2	-12.9	0.5	-15.9	-4.1	-21.6	9.4	-1.4	0.1
CC1=Nc2cc(C(=O)N3CCCC3)ccc2Sc2c(C)ccc(C)c21	-0.1	-1.0	13.9	-42.5	-4.7	-12.3	-9.3	-2.0	8.1
O=[N+]([O-])c1cccc(-c2noc(-c3cccs3)n2)c1	0.0	-2.1	0.1	-50.3	-3.0	-12.2	-8.5	-0.9	5.3
COc1ccc(Cc2nc3ccc(C(=O)N(C)CCO)cc3o2)cc1	0.1	-0.8	0.8	-21.0	-2.2	-9.2	-4.6	0.4	-1.9
COc1ccc(CNC(=O)CN(Cc2ccco2)C(=O)CCC(=O)Nc2ccccn2)cc1	0.0	-8.7	1.2	-14.4	-2.5	-17.9	-4.1	-1.3	5.4
Nc1ncc(Br)cc1S(=O)(=O)NCCC(=O)NC1CCCCC1	4.5	-11.8	5.2	-10.1	0.1	-6.8	-9.9	0.8	3.8

Three of the entries above in order of the CHRM1 PAM value, low to high.
Molecule | CHRM1 PAM
O=C(COc1ccc(-c2nnco2)cc1)NCc1ccccc1Cl | -6.6
CCn1nc(C(C)C(=O)O)c2ccccc2c1=O (stereo not drawn) | 2.8
COc1ccc(NC(=S)Nc2ccc3cn[nH]c3c2)cc1 | 14.1

Going on with the list:
SMILES	V1R ag counter	OXTR potentiate	TAAR1 ag	TAAR1 antag	CHRM1 agonist	CHO parental Ca	CHRM1 antagonist	OXTR agonist	CHRM1 PAM
COc1ccc(C2(O)CCN(CC(=O)Nc3nc(-c4ccccc4)cs3)CC2)cc1	3.3	-6.6	12.9	51.3*	-6.0	-16.8	13.3	3.2	-5.9
NC1=NC(=O)/C(=C\c2cccs2)S1	-0.3	3.0	1.6	5.9	6.5	-8.3	-31.4	-1.1	18.9
COC1=C(NCc2ccc3c(c2)OCO3)C(=O)C(OC)=C(NCc2ccc3c(c2)OCO3)C1=O	nt	nt	2.9	-5.3	-0.1	nt	-5.7	nt	0.1
C[C@@H]1CN([C@H](C)CO)C(=O)CCCn2nncc2CO[C@@H]1CN(C)S(=O)(=O)c1cn(C)cn1	nt	nt	1.0	-15.8	-0.5	nt	-11.8	nt	4.9
CC(=O)N1CCc2cc(C(=O)CN3CCCN(Cc4ccc(F)cc4)C3)ccc21	-1.4	-3.9	nt	nt	nt	1.8	nt	-0.4	nt
CCC(C)NC(=O)C1CCN(S(=O)(=O)c2cccs2)CC1 (stereo not drawn)	0.1	-9.4	7.5	-1.4	-0.4	-1.9	-10.3	0.2	8.6
O=C(Cn1cnc2scc(-c3cccc([N+](=O)[O-])c3)c2c1=O)NCc1ccco1	0.1	-8.2	5.0	11.3	-1.3	-8.9	-1.4	-1.0	4.3
C[C@@H]1CN=C2N(CCNC(=O)CCC3CCCCC3)[C@H](Cc3ccc(O)cc3)CN21	1.0	-2.7	5.2	-7.2	-14.0	-14.3	-8.5	-0.5	2.6
CC(C)CNC(=O)NC(=O)COC(=O)c1cc(F)cc(F)c1	-0.7	-4.3	5.5	9.6	-7.5	-1.6	2.2	-1.8	2.9
Cc1ccc(C)c(S(=O)(=O)Nc2ccc(O)c(Sc3ncn[nH]3)c2)c1	-0.4	0.3	2.9	-19.1	-3.1	0.2	-13.1	1.5	8.0
CC(CCc1ccccc1)NC(=O)CN(C)Cc1ccccc1F (stereo not drawn)	2.6	-10.6	-2.5	2.5	-8.0	-24.7	-4.1	-1.4	7.5
CC(=O)c1ccc(NC(=O)N2CCN(c3cccc(Cl)c3)CC2)cc1	11.4	-24.6	15.2	35.0	1.5	13.4	19.0	19.3	-8.0
COc1ccc(CNC(=O)NC(C)(C)c2cccc(C(C)(C)NC(=O)NCc3ccc(OC)cc3)c2)cc1	2.5	-4.2	3.1	-9.2	-4.1	-10.0	-2.7	1.4	0.3
COc1cccc(NC(=O)Cn2cc3c(n2)CCCCC3)c1	0.4	-7.3	-0.4	-4.1	0.4	-17.8	-3.2	-1.5	2.5
O=S(=O)(/N=C(/Nc1ccccn1)c1ccccc1)c1ccc(Cl)cc1	0.7	-2.2	0.2	7.0	-4.3	-6.6	-7.8	-0.4	0.6
CCCCNS(=O)(=O)c1ccc2c(c1)oc(=O)n2CC(=O)OCC	4.6	-6.1	1.5	-5.4	0.6	0.9	-3.8	4.0	1.5
c1ccc(-n2c(SCc3nc(-c4cccs4)no3)nnc2-c2ccco2)cc1	3.7	-9.1	11.9	10.0	-5.6	-13.3	-3.6	2.6	0.8
COc1ccc(NC(=O)c2cn(C)c(=O)c3cc(OC)c(OC)cc23)cc1OC	-0.3	-6.5	0.5	-2.1	-1.9	0.1	-4.4	-0.2	12.7
CCc1ccc(NC(=O)COC(=O)c2ccc(Cl)c(S(=O)(=O)N3CCCCCC3)c2)cc1	1.3	-13.5	0.5	1.0	-5.2	-15.9	-0.9	-0.9	-2.3
O=C(Nc1ccccc1N1CCOCC1)c1cc(Br)c(Br)s1	-1.3	4.6	1.8	-35.4	-3.7	-7.4	-2.2	0.2	6.0
Cc1ccc(-n2nc3c(=O)n(C(C)C(=O)NCc4ccccc4Cl)nc(C)c3c2C)cc1 (stereo not drawn)	6.2	-5.2	1.3	-13.3	-3.6	-43.8	1.7	-1.0	-7.9
O=C(C1CCCN1S(=O)(=O)c1cccc2cccnc12)N1CCc2ccccc2C1 (stereo not drawn)	0.5	-1.6	3.3	-19.0	0.4	-16.0	-18.5	2.6	6.9
Cc1nn(-c2ccccc2)c(Cl)c1/C=N/Nc1nc2ccccc2n1C	-0.8	-16.6	4.6	-11.4	-8.9	-11.2	-5.8	-1.8	-1.8
Cc1ccc(NC(=S)Nc2ccccn2)c(C)c1	0.5	-9.6	0.1	-18.3	-4.9	-16.0	-8.1	-2.4	7.7
O=C(CC(Sc1ccc(Br)cc1)C(=O)O)c1ccc(Br)cc1 (stereo not drawn)	0.5	-7.1	nt	nt	nt	-15.1	nt	-0.4	nt
COCCn1nnnc1C(c1cc(OC)ccc1OC)N1CCc2ccccc2C1 (stereo not drawn)	0.4	-6.1	24.2	-3.4	-4.7	-16.1	2.0	-0.8	-5.4
Cc1ccc2c(n1)sc1c(-c3ccc(Br)cc3)c(C#N)c(N)nc12	0.2	-18.3	3.5	1.6	0.8	-11.6	-4.8	-0.7	5.5
Cc1cc(O)c(C(C)C)cc1NC(=O)Nc1cc(Cl)ccc1Cl	nt	nt	-2.3	-11.6	0.5	nt	-18.0	nt	10.2
CCOC(=O)CCc1c(C)c2c(C)nn(-c3ccccc3)c2[nH]c1=O	1.8	-4.8	0.7	2.4	1.5	-2.8	-14.6	0.6	9.5
O=C(O)c1ccn[nH]1	1.4	2.2	nt	nt	-3.0	-3.4	-6.3	2.1	5.1
O=[N+]([O-])c1ccc(Cc2nnc(-c3ccccc3Cl)o2)cc1	-1.1	6.0	-3.0	5.2	-4.3	-10.5	-9.9	-0.6	7.9
CSc1ncccc1C(=O)Nc1nc(C(C)(C)C)cs1	1.4	-3.2	1.4	-22.7	-7.2	-16.6	-2.4	-0.9	-3.2
CCOC(=O)c1nn(-c2ccc(F)cc2)c2c1CC/C2=C/c1ccccc1	0.0	-1.2	7.0	2.5	-5.1	-5.3	2.7	-0.2	4.8
Cc1ccc(NC(=O)C(c2ccccc2)C2CCCC2)cc1 (stereo not drawn)	nt	nt	6.2	21.4	-10.4	nt	-5.0	nt	-12.9
O=C(O)CN(c1ccc(F)cc1)S(=O)(=O)c1ccc2c(c1)OCCO2	-0.1	-4.8	5.5	-19.8	-3.1	-1.8	-18.3	0.2	13.3
CSCCC(NC(=O)c1ccccc1)C(=O)NNC(=O)c1csc(N2CCOCC2)n1 (stereo not drawn)	0.2	-3.4	0.5	-11.4	-2.4	-13.1	5.8	-0.8	5.9
CCN(CC)CCCNC(=O)c1ccc2c(=O)n(Cc3ccc4c(c3)OCO4)c(=S)[nH]c2c1	-0.6	-8.6	2.4	-17.1	-8.8	0.1	17.6	6.7	-11.8
CC(=O)OCC1=C(C(=O)O)N2C(=O)C(NC(=O)C(C)Cn3cc(Cl)cn3)C2SC1 (stereo not drawn)	1.1	-27.4	0.4	-12.1	0.2	8.5	-12.8	-0.1	11.6
Nc1nc(SCc2ccccc2)sc1C(=O)N1CCCCC1	nt	nt	11.0	-1.8	5.7	nt	-14.8	nt	13.6
COc1ccc(C(=O)NCCOc2ccccc2Cl)c(OC)c1OC	1.0	-3.9	3.6	5.8	-2.2	1.1	-0.2	0.3	-0.4
CC(NC(=O)C1CCC(CNS(=O)(=O)c2ccccc2)CC1)c1ccc2c(c1)OCCO2 (stereo not drawn)	1.9	-3.7	nt	nt	nt	-6.5	nt	-0.1	nt
CCn1cc(C(=O)O)c(=O)c2cc(F)c(N3CCN(C(=S)NC(=O)c4cc(OC)cc(OC)c4)CC3)cc21	1.3	3.2	0.7	-5.5	-2.3	-11.5	7.1	0.7	-3.6
O=C(NCCCN1CCN(CCCNC(=O)c2cccc([N+](=O)[O-])c2)CC1)c1cccc([N+](=O)[O-])c1	0.8	1.4	-0.6	-2.9	-8.6	-7.1	-9.7	-0.7	1.9
